POLI inh = blocks human DNA polymerase iota activity. Q9UNA4. Pol iota fluorescent replication assay, 10 min. Potency, µM (top dose mostly 115 µM), for the others: top-dose activity, negative = inhibition, actives largely listed as inhibitors. 390,000 tested, 1% active; note: potency is the fitted concentration of half-maximal effect
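Pol iota at 10 nM preincubated 15 min with compounds at room temperature; reaction started with fluorescent substrate, 50 nM final. Fluorescence read kinetically at 0 and 10 min; buffer-only wells as negative control.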
APEX1 inh = blocks human APE1 abasic DNA cleavage; P27695; recombinant APE1, TAMRA/BHQ-2 abasic DNA cleavage fluorescence; 350,000 tested, 0.35% active; Potency, µM (highest dose often 65.8 µM), for the others: at the top dose activity change, negative = inhibition, actives largely listed as inhibitors;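 note: potency is the fitted concentration of half-maximal effect; plate controls were vehicle for no effect and reference inhibitor for full effect; nearly all actives have a fitted effect of over 55% in size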
Target sequence (P27695 whole entry, looked up): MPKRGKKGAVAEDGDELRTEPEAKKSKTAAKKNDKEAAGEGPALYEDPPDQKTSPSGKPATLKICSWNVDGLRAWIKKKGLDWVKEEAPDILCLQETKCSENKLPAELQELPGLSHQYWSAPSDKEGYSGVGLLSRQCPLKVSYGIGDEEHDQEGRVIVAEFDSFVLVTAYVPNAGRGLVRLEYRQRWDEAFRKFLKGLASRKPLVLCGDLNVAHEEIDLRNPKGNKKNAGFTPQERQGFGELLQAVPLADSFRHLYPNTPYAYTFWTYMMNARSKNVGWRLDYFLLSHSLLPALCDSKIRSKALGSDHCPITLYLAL
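Enzyme (0.75 nM final) and test compound are incubated 15 min at room temperature before adding 50 nM quenched THF abasic-site duplex. Cleavage dequenches TAMRA, followed at 525/598 nm over three reads one minute apart.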
Pol kappa inh = blocks human DNA polymerase kappa activity; AID 588579; purified Pol kappa, fluorescent DNA synthesis assay, 10 min; Potency, µM (top dose mostly 107 µM), for inactives: at the top dose activity, negative = inhibition, usual class: inhibitors; Q9UBT6; 400,000 tested, 0.53% active; note: potency is the fitted concentration of half-maximal effect; % is set by controls: 0 for no effect and ±100 for the full control effect
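Readout: fluorescence, taken kinetically at 0 and 10 min. Conditions: 10 nM Pol kappa, 15 min RT compound preincubation, 50 nM substrate final. Controls: enzyme-free buffer wells.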
BLM inh = inhibitors of human Bloom syndrome helicase BLM; Potency, µM (highest dose often 56.1 µM), for inactives: at the top dose activity change, negative = inhibition, actives largely listed as inhibitors; P54132; 350,000 tested, 0.2% active; recombinant BLM DNA unwinding, fluorescence dequenching;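 note: potency is the fitted concentration of half-maximal effect; plate controls were vehicle for no effect and no enzyme for full effect; nearly all actives have a fitted effect of over 35% in size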
Tb PGK inh = inhibitors of T. brucei phosphoglycerate kinase | P07378 | PGK/GAPDH coupled, Kinase-Glo luminescence, 60 min | Potency, µM (top dose mostly 57.5 µM), without a hit: at the highest dose activity change, negative = inhibition, most hits filed as inhibitors | 380,000 tested, 0.043% active; note: potency is the fitted concentration of half-maximal effect; % is set by controls: 0 for no effect and ±100 for the full control effect; nearly all actives have a fitted effect of over 60% in size
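Recombinant glycosomal PGK reaction used 1,3-bisphosphoglycerate generated in-well by GAPDH (100nM final) in 100mM TEA pH 7.6, 5mM MgCl2, 0.01% Tween-20. After 60 minutes at room temperature, ATP was read by Kinase-Glo Plus luminescence end-point.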
Apoferritin bind = candidate novel general anesthetic via apoferritin binding; apoferritin/1-aminoanthracene competitive binding, fluorescence; Potency, µM (doses to about 77.5 µM), for inactives: top-dose activity change, negative = displacement, most hits filed as inhibitors; 350,000 tested, 0.074% active; note: potency is the fitted concentration of half-maximal effect; % is set by controls: 0 for no effect and ±100 for the full control effect; nearly all actives have a fitted effect of over 20% in size
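Horse-spleen apoferritin (10 uM) in 50% saturated 1-aminoanthracene in PBS was incubated 10 min at room temperature with compound. Fluorescence (ex 380, em 535 nm) was normalized to free and bound 1-AMA, with concentration-response fitted by a four-parameter Hill equation.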
Pol beta inh = DNA polymerase beta (human) inhibition; Pol beta primer extension/strand displacement, fluorescence kinetic; Potency, µM (doses to about 114 µM), without a hit: top-dose activity change, negative = inhibition, actives largely listed as inhibitors; 340,000 tested, 1.3% active; AID 485314; note: potency is the fitted concentration of half-maximal effect; % is set by controls: 0 for no effect and ±100 for the full control effect
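Curves were derived by four-parameter Hill fits of normalized qHTS data. The kinetic fluorescent primer-extension read was taken at 0 and 10 min after 50 nM substrate, following a 15 min room-temperature preincubation of 10 nM enzyme with compounds.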
RXFP1 antagonist = antagonists of human relaxin receptor RXFP1; Q9HBX9; activity change, negative = inhibition, % at 57.5 µM; HEK293-RXFP1, relaxin-stimulated cAMP HTRF, 30 min; active compounds read low; 350,000 tested, 0.59% active; AID 1259400;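 active = activity change of -60% or lower, but not beyond a set lower limit; inconclusive = change between -60% and -40%, or beyond the set limit; inactive = change above -40%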; note: % is set by controls: 0 for no effect and ±100 for the full control effect
Target sequence (Q9HBX9 whole entry, looked up): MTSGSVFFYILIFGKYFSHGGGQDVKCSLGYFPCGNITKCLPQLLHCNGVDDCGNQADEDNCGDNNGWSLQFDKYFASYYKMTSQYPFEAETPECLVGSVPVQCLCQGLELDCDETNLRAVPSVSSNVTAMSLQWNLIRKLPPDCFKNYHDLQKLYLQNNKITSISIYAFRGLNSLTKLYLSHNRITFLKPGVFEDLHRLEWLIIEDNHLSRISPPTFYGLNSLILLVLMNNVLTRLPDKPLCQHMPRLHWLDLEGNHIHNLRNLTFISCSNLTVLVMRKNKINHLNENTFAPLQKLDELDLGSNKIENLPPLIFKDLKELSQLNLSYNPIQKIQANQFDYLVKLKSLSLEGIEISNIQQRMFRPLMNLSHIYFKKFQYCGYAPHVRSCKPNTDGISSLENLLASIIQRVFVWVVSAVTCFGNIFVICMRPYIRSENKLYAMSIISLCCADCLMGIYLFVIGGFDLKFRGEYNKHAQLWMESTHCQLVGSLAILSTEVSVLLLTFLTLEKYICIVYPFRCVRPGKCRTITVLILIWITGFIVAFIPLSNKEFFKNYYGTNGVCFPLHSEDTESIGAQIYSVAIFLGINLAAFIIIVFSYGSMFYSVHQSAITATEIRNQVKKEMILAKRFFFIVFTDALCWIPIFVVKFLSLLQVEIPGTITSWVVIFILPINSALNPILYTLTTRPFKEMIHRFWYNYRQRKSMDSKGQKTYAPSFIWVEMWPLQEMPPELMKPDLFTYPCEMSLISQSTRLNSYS
Pol eta inh = inhibitors of human DNA polymerase eta | Q9Y253 | recombinant Pol eta, fluorescent DNA replication assay | Potency, µM (titrated, usually from 114 µM), without a hit: at the highest dose activity change, negative = inhibition, hits mostly inhibitors | 390,000 tested, 1.2% active | AID 588591; note: potency is the fitted concentration of half-maximal effect; % is set by controls: 0 for no effect and ±100 for the full control effect
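Pol eta at 10 nM preincubated with compounds 15 min at room temperature; reaction started with fluorescent substrate (50 nM final) and read kinetically at 0 and 10 min.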
An asterisk follows results filed as active; i = inactive; ? = inconclusive; . = no result given; [ ] = dose if it differs, or a comment. Unless noted, calls come from the whole dose curve; as a rule, active = well fitted curve in the direction sought with a large enough effect; inconclusive = small, poorly fitted or top-dose-only effect, or another doubt; inactive = no such curve, though single readings can be large; an effect the other way counts as inactive or inconclusive.

SMILES	POLI inh	APEX1 inh	Pol kappa inh	BLM inh	Tb PGK inh	Apoferritin bind	Pol beta inh	RXFP1 antagonist	Pol eta inh
C#CCOCCOCCOCCNc1nc(N2CCN(C(=O)[C@H](CCCCN)n3cc(C(N)[C@H](C)CC)nn3)CC2)nc(N2CCN(C(=O)[C@H](CCC(=O)O)n3cc(C(N)[C@H](C)CC)nn3)CC2)n1 (stereo partly drawn)	?	1.6%	1.2%	102.6%[activator]	-9.3%	0.8%	11.6%	.	-1.6%
COc1ccc2c(C)c(Cc3ccccc3)c(=O)oc2c1OC	-11.9%	-1.4%	6.7%	-4.7%	-3.7%	?	?	0.5	13.6%
NC(=O)C1(NC2CCCCC2)CCN(Cc2ccccc2)CC1	-14.3%	.	4.0%	.	i	.	.	-5.2	-14.4%
C=CCCOc1ccccc1C(N)=O	13.2%	12.6%	-3.1%	-3.1%	3.7%	0.4%	20.8%	14.4	-6.2%
CNC(=O)N1CCC(C(=O)c2c(C)c(C)c(C)c(C)c2C)CC1	112.2%[activator]	25.9%	-24.6%	-4.3%	-6.9%	-3.8%	14.2%	-5.4	-13.8%
COc1ccc(-c2nc(C#N)c(NCC3CCCO3)o2)cc1 (stereo not drawn)	50.1%[activator]	1.1%	-3.4%	-3.2%	.	-5.9%	-4.4%	4.4	-3.7%
CC1C(C)N(C(=O)CCCl)c2ccccc2N1C(=O)CCCl (stereo not drawn)	6.3%	.	-15.4%	.	5.5%	.	.	-3.9	-2.3%
Cc1cccc(NC2=NC(=S)N(CC#N)C23CCCCC3)c1	7.4%	7.9%	4.2%	-0.9%	-9.4%	-1.4%	?	-10.8	11.6%
COc1cc(-c2nc3n(n2)C(c2cccc(OC)c2OC)C2=C(CCCC2=O)N3)cc(OC)c1OC (stereo not drawn)	3.8%	-4.1%	-6.4%	-4.8%	-23.7%	-12.6%	2.1%	3.2	-11.2%
CCN(CC)c1ccc2c(c1)OC(N)=C(C#N)C2c1cccnc1 (stereo not drawn)	39.9%[activator]	-3.2%	-8.4%	-9.1%	-0.6%	?	-1.8%	4.9	-9.9%
CCOc1ccc(Cc2c(Cl)nc(SC)nc2N(C)C)cc1	12.5%	-2.5%	-10.8%	-3.5%	3.4%	46.3%[activator]	-28.1%	-13.1	-6.4%
Nc1ccc(OCc2ccco2)cc1	6.2%	-2.8%	-9.1%	-4.1%	-0.1%	-20.4%	5.5%	1.9	-21.3%
O=C(Nc1ccc(C(O)(C(F)(F)F)C(F)(F)F)cc1)c1ccc(Cl)c([N+](=O)[O-])c1	-16.3%	-6.0%	-24.1%	-8.2%	-1.6%	?	?	-89.5*	-18.7%
Cc1nn(-c2ccccc2)c(C)c1NC(=O)COC(=O)c1ccc(S(=O)(=O)C(F)F)cc1	9.1%	5.8%	-7.0%	.	i	.	.	2.4	-6.8%
O=C(CSc1ccccc1)NCc1ccc2c(c1)CCN2C(=O)c1ccccc1	3.1%	.	-7.8%[60.1 µM]	1.1%	-2.9%	-10.4%	4.2%	-7.1	-10.3%
Cc1ccc(OCC(=O)Sc2ccc(C)cc2)cc1	5.3%	4.5%	-5.8%	-4.4%	-1.8%	-19.1%	6.4%	-7.7	2.3%
CCc1ccc(NCc2cc3ccc(OC)cc3n(CC(=O)Nc3ccccc3OC)c2=O)cc1	27.9%	.	4.8%	-7.2%	-6.5%	-0.9%	17.7%	.	-14.7%
COc1cc(C(=O)N(CCc2ccccc2)C2CC3CCC(C2)N3C)cc(OC)c1OC (stereo not drawn)	-2.8%	0.4%	-9.1%	-17.4%	-3.5%	0.1%	-14.1%	-4.0	-3.6%
CC(C)c1onc(C(=O)NCc2ccccn2)c1[N+](=O)[O-]	16.0%	9.1%	-1.3%	-4.9%	i	-3.9%	33.6%	0.1	-12.3%
CCOc1ccc(NC(=O)C2CSC(c3ccncc3)=N2)cc1 (stereo not drawn)	?	0.0%	4.0%	-0.6%	-6.1%	3.3%	2.5%	12.6	-4.0%
CC[C@@H](CC1CCCCC1)C(=O)N(Cc1ccccc1)c1ccccc1	-6.7%	-1.8%	1.8%	.	8.8%	.	.	.	-17.6%
O=C(CN1C(=O)CC(c2ccco2)Sc2ccccc21)Nc1ccc(Br)cc1 (stereo not drawn)	?	.	?	-3.8%	-2.3%	-1.3%	0.3%	.	-13.3%
COC(=O)C1CCN(c2ccc(C(N)=O)cc2[N+](=O)[O-])CC1	5.6%	-1.3%	-6.0%	3.3%	-5.0%	7.7%	1.8%[57.1 µM]	-7.4	-7.9%
CC(C)NC(=O)Nc1ccc2c(c1)C(=O)N([C@@H](C)CO)C[C@@H](C)[C@@H](CN(C)S(=O)(=O)c1ccc(F)cc1)O2	-16.9%	3.5%	-1.4%	.	-9.7%	.	.	.	-1.6%
O=C(CCN1C(=O)C2C3C=CC(C4CC34)C2C1=O)Oc1ccc(Br)cc1 (stereo not drawn)	-4.9%	-2.4%	-5.8%	-0.4%	-1.6%	-5.1%	1.7%	8.6	-2.6%
CNS(=O)(=O)c1ccc(N2CCCC2=O)c([N+](=O)[O-])c1	89.2%[activator]	4.7%	-14.5%	5.2%	-1.4%	-8.1%	6.0%	-2.1	0.5%
CC(=O)c1cccc(N(CC(=O)NC2CCCCC2)C(=O)Cn2nnc(-c3ccccc3)n2)c1	2.1%	0.0%	-23.9%	-0.9%	-6.1%	-18.1%	30.9%	3.2	5.0%
O=C(Cc1ccccc1F)Nc1nc(-c2ccc(F)cc2)cs1	15.8%	-20.2%	2.8%	-11.0%	-6.2%	-3.5%	26.4%	-93.0*	-24.4%
CCS(=O)(=O)N1CCC(NC(=O)c2cc(OC)cc(OC)c2)CC1	31.4%[activator]	5.7%	-2.9%	-5.4%	0.2%	-0.5%	-0.4%	-11.2	-12.7%
O=C(NC(=S)NNC(=O)c1cnccn1)c1ccc(Cl)cc1	74.3%[activator]	6.1%	1.1%	6.6%	-1.2%	3.4%	-5.1%	-14.6	-23.1%

Complete entries from above. Order of screens: POLI inh, APEX1 inh, Pol kappa inh, BLM inh, Tb PGK inh, Apoferritin bind, Pol beta inh, RXFP1 antagonist, Pol eta inh
Shown for O=C(CN1C(=O)CC(c2ccco2)Sc2ccccc21)Nc1ccc(Br)cc1 (stereo not drawn) = ?, ., ?, -3.8%, -2.3%, -1.3%, 0.3%, ., -13.3%
Shown for CCS(=O)(=O)N1CCC(NC(=O)c2cc(OC)cc(OC)c2)CC1 = 31.4%[activator], 5.7%, -2.9%, -5.4%, 0.2%, -0.5%, -0.4%, -11.2, -12.7%

The list goes on:
SMILES	POLI inh	APEX1 inh	Pol kappa inh	BLM inh	Tb PGK inh	Apoferritin bind	Pol beta inh	RXFP1 antagonist	Pol eta inh
Cc1nnc(NC(=O)c2nn(CC(C)C)c(=O)c3ccccc23)s1	109.7%[activator]	20.0%	0.0%	-14.7%	0.7%	-6.4%	29.1%	8.9	-16.8%
CCC(=O)Nc1nnc(S(=O)(=O)N2CCCc3ccccc32)s1	28.1%	3.6%	11.9%	-2.6%	-0.8%	-20.0%	43.0%	.	?
CC(CCCC(C)(C)O)NCCO (stereo not drawn)	17.1%	-2.7%	-3.0%	-0.7%	-3.1%	-7.0%	3.6%	-18.1	-0.9%
Cc1csc(NC(=O)c2c(-c3ccccc3)noc2C)n1	116.2%[activator]	16.1%	2.3%	-3.6%	-8.0%	1.3%	37.9%	4.7	-15.9%
O=C(CCN1C(=O)/C(=C\c2ccccc2Cl)SC1=S)Nc1cccnc1	24.2%	16.2%	-5.9%	-9.4%	3.3%	-11.1%	1.5%	?	-25.0%
Cc1ccccc1NC(=O)CC1(c2ccc(N(C)C)cc2)C(=O)c2ccccc2C1=O	1.2%	-0.3%	-3.7%	-1.7%	0.2%	-12.1%	11.6%	-1.5	-15.4%
COc1ccc(C)cc1-n1nnnc1SCC(=O)NC1CCS(=O)(=O)C1 (stereo not drawn)	12.9%	9.0%	2.3%	.	-5.7%	.	.	-13.5	-22.1%
CNC[C@H]1Oc2ccc(NC(=O)Nc3ccccc3)cc2CC(=O)N([C@H](C)CO)C[C@H]1C	?	3.1%	-1.9%	.	-7.1%	.	.	.	2.4%
CCC(=O)Nc1cc(C(=O)O)ccc1Sc1ccccc1	-8.4%	3.6%	-2.6%	-0.1%	-3.7%	-1.7%	1.7%	4.5	-7.0%
CC1=C(C(=O)OC(C)C)C(c2cccc([N+](=O)[O-])c2)n2c(cc(=O)[nH]c2=S)N1 (stereo not drawn)	16.8%	-3.5%	-1.3%	-5.2%	i	-14.5%	12.7%	.	0.6%
S=c1[nH]nc(-c2cccnc2)n1/N=C/c1cccs1	-6.7%	-4.2%	-8.7%	-0.9%	-3.3%	-9.8%	-25.2%	4.4	-12.2%
COc1ccc(Nc2nn(-c3ccc(OC(F)(F)F)cc3)nc2C(C)=O)cc1	28.5%	.	-16.0%	1.3%	-6.6%	0.4%	-0.9%	-3.4	-19.8%
CCc1cccc(CC)c1NC(=O)CN1CCN(S(=O)(=O)c2ccccc2)CC1	27.7%	-3.6%	-23.9%	0.0%	-9.0%	-10.1%	?	-3.3	-3.8%
CCOc1ccc(NC(=O)CC2C(=O)N(c3cccc(C)c3)C(=O)N2Cc2ccco2)cc1 (stereo not drawn)	27.1%	.	-8.6%	-5.1%	-4.3%	-9.8%	1.1%	7.8	-22.1%

6 of the entries above in order of their number in Pol kappa inh, smallest number first.
Compound | Pol kappa inh
CNC(=O)N1CCC(C(=O)c2c(C)c(C)c(C)c(C)c2C)CC1 | -24.6%
CC(=O)c1cccc(N(CC(=O)NC2CCCCC2)C(=O)Cn2nnc(-c3ccccc3)n2)c1 | -23.9%
CCC(=O)Nc1cc(C(=O)O)ccc1Sc1ccccc1 | -2.6%
Cc1nnc(NC(=O)c2nn(CC(C)C)c(=O)c3ccccc23)s1 | 0.0%
O=C(NC(=S)NNC(=O)c1cnccn1)c1ccc(Cl)cc1 | 1.1%
Cc1csc(NC(=O)c2c(-c3ccccc3)noc2C)n1 | 2.3%

Source: PubChem

Not all compounds are listed. The share of hits here may be higher or lower than overall.
